# RPL19A-GFP yeast: RPL19A-GFP expression modulators in yeast, primary screen, cell-based, S. cerevisiae, multiplex flow cytometry, MLPCN; S. cerevisiae RPL19A-GFP strain, 3 h; active compounds read low; percent response vs DMSO, % at 10 µM; 330,000 compounds, 0.3% hits; AID 2025, 2009;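 active means percent response vs DMSO below 50%; inconclusive means fewer than 70 events counted for the yeast strain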;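 further: median channel GFP fluorescence of the barcoded RPL19A-GFP strain; ratio of sample median GFP to plate DMSO average so 100% = DMSO; lower means less RPL19A-GFP as with rapamycin TOR inhibition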
# LAP4 TOR yeast: modulators of LAP4-GFP expression in yeast, primary screen, S. cerevisiae, multiplex flow cytometry, MLPCN library. 320,000 compounds, 0.34% hits. 3 h; median GFP as percent of DMSO wells. GFP response vs DMSO, % at 10 µM. AID 2023, 2009;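 active means GFP response vs DMSO above a set limit, about the screen mean plus 3 SD, cut at about 150% in these data; inconclusive means under 70 cell events counted for the yeast strain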
# AHR activator: AHR activators, primary screen, cell-based, luminescence, luciferase reporter, human; Aryl hydrocarbon receptor (Homo sapiens), P35869; AHR-responsive luciferase reporter cells; activation, % at 5 µM; 320,000 compounds, 2.5% hits; AID 2796, 2010; in the data active means activation above about 47%;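 further: 0% = vehicle wells and 100% = reference agonist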
# Target sequence (P35869 whole entry, looked up): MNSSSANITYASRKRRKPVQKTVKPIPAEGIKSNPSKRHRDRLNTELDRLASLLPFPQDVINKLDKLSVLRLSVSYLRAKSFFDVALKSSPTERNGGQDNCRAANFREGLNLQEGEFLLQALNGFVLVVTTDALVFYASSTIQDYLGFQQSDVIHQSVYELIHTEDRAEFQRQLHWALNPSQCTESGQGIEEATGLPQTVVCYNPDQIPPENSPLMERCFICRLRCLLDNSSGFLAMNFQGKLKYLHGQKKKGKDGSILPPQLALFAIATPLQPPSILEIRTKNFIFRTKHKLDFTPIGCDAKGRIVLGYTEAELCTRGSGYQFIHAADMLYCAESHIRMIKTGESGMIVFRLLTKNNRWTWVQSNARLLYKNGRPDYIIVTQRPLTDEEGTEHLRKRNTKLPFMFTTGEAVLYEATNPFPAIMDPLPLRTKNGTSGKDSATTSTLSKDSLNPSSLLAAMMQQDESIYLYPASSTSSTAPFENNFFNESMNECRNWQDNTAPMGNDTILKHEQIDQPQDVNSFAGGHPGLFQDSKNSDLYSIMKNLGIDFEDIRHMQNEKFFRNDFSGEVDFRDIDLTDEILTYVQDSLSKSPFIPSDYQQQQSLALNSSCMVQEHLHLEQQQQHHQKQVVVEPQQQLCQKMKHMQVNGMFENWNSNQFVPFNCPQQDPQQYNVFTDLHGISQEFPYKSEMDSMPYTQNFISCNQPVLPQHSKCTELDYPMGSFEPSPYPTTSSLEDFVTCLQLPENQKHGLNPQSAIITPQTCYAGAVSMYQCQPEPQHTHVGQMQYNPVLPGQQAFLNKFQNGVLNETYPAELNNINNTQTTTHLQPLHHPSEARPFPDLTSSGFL
# proCasp3 act: activators of human procaspase-3 D3A mutant, primary screen, biochemical, absorbance, PC-3 D3A mutant, single concentration; Caspase-3 (Homo sapiens), P42574; recombinant procaspase-3 D3A, Ac-DEVD-pNA absorbance 405 nm; activation, % at 8.5 µM; 330,000 compounds, 0.11% hits; AID 463141, 2010;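 active means activation above the mean of all tested compounds plus 3 SD, cut at about 21% in these data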;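 further: 0% = DMSO alone and 100% = DMSO wells spiked with extra 5 µM PC-3 D3A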
#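 Technique: 405 nm absorbance of p-nitroaniline, reads at 0 and 120 min; Test system: Procaspase-3 D3A mutant; Incubation: 1 h enzyme-compound preincubation, then 2 h substrate reaction, 25 °C; Repeats: singlicate, each compound tested once; Benchmarks: low control DMSO wells, high control DMSO plus 5 µM PC-3 D3A.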
# MEP2-GFP yeast: modulators of MEP2-GFP levels in yeast, primary screen, S. cerevisiae, multiplex flow cytometry, MLPCN library. S. cerevisiae MEP2-GFP strain, 3 h; 100% = DMSO control level. GFP response vs DMSO, % at 10 µM. 330,000 compounds, 0.51% hits. AID 2016, 2009;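 active means GFP response versus DMSO above a set limit, roughly screen mean plus 3 SD, cut at about 180% in these data; inconclusive means fewer than 70 cells counted for a yeast strain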;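 further: median GFP fluorescence of the barcode-gated MEP2-GFP cells per well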
# Yeast superoxide: reduction of superoxide in aged yeast, primary screen, HTS | S. cerevisiae aged cells, superoxide DHE fluorescence; active compounds read low | superoxide response (% of plate mean), % at 10 µM | 330,000 compounds, 0.18% hits;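 active means superoxide response under a set limit, about three screen SD below normal, cut at about 65% in these data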;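 further: yeast aged for seven days with compound at 30 °C before DHE staining; 100% = average MFI of all compound-treated wells on the plate with controls excluded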
# GASC-1 inh: inhibitors of GASC-1 histone demethylase, primary screen, biochemical, fluorescence, DELFIA europium; Lysine-specific demethylase 4C (Homo sapiens), Q9H3R0; GST-JMJD2C(1-420) H3K9me3 demethylation; inhibition, % at 2.35 µM; 330,000 compounds, 0.069% hits; AID 2099, 2009;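 active means more than half of a compound's replicate wells show inhibition beyond 50%, single wells judged on their own value; inconclusive means some, but no more than half, of replicates pass 50% inhibition; inactive means no replicate passes 50% inhibition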;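 further: signal counts dimethyl H3K9 product captured on neutravidin plate; 0% = median of DMSO wells and 100% = 0.3 times that DMSO median; strong numbers were not always called active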
# procasp7 counter: procaspase-7 activators, primary screen, counter-screen for procaspase-3 activator project, biochemical, absorbance, HTS, human; 330,000 compounds, 0.093% hits; recombinant procaspase-7, Ac-DEVD-pNA absorbance 405 nm; D23A/D198A/D206A triple mutant, cannot self-cleave; scale: DMSO 0, 5 µM enzyme 100; activation, % at 8.5 µM; Caspase-7 (Homo sapiens), P55210;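 active means percent activation above the screen-wide mean plus 3 SD, cut at about 25% in these data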
#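 Replicates: singlicate. Assay system: Procaspase-7 triple mutant (PC-7 D3A). Signal: 405 nm absorbance of p-nitroaniline. Times: 1 h preincubation, 2 h reaction. Buffer or medium: Zinc-free HEPES pH 7.4 with 300 mM NaCl, 0.01% Triton X-100. Also added: DEVD-pNA substrate. Benchmarks: DMSO wells as 0%, DMSO with 5 µM added PC-7 as 100%.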
# * marks the source's active call; other numbers are inactive results; u = inconclusive; x = no result given; [ ] = another dose, or the depositor's remark.
SMILES	RPL19A-GFP yeast	LAP4 TOR yeast	AHR activator	proCasp3 act	MEP2-GFP yeast	Yeast superoxide	GASC-1 inh	procasp7 counter
CCS(=O)(=O)N1CCN(c2ccc(C(=O)NC3C4CC5CC(C4)CC3C5)cc2[N+](=O)[O-])CC1 (stereo unspecified)	105	101	1	6	94	97	6	4
Cc1cc(Br)c2c(c1)C1(OCCO1)C(=O)N2	97	111	19	4	107	106	-1	3
COc1ccc(-c2cc(C(F)(F)F)nc(NCc3ccco3)n2)cc1OC	88	123	12	-4	166	99	-8	4
COc1ccc(CC(=O)NNc2ncnc3c2cnn3C)cc1OC	x	x	2	2	x	108	5	-4
Cc1ccc(NCCC(=O)c2ccc(Cl)cc2)cc1	91	99	-5	-1	94	105	-11	5
O=C(COC(=O)c1ccc(Cl)nc1)Nc1ccc(S(=O)(=O)N2CCCC2)cc1	101	97	0	6	104	79	-3	-9
O=C(CCn1ccc2ccccc21)NC1CCCc2ccccc21 (stereo unspecified)	99	96	18	-3	97	103	11	-1
Cc1c(NC(=O)c2cn3ccccc3n2)cccc1-n1cnnn1	97	99	11	-1	95	100	-2	6
CCN(C[C@H]1N[C@@](CC)(C(=O)OC)[C@H]2C(=O)N(C)C(=O)[C@@H]12)C(=O)Nc1ccc(OC)cc1	94	95	0	2	93	94	9	9
COc1ccc(C)cc1NC(=O)c1ccc2c(SCC(=O)O)c3c(nc2c1)CCCC3	96	92	7	5	101	109	12	-3
O=C(CCl)Nc1cc(S(=O)(=O)N2CCOCC2)ccc1N1CCOCC1	100	109	-1	-2	105	103	-11	-2
O=C(Nc1ccc2nc(-c3ccccn3)c(-c3ccccn3)nc2c1)N1CCOCC1	99	97	0	6	105	106	-14	3
Nn1c(SCc2ccccc2)nnc1C1CCCCC1	89	100	4	0	90	95	4	0
COCCNC(=O)C(c1ccc(Cl)cc1)N(CCOC)C(=O)CCC(=O)Nc1ccccn1 (stereo unspecified)	101	92	-1	9	105	106	13	5
Cc1ccc(Nc2nc(=O)c3cc([N+](=O)[O-])ccc3s2)cc1	97	107	12	-8	95	89	1	4
c1ccc2c(c1)OCC(c1csc3ncnc(N4CCOCC4)c13)O2 (stereo unspecified)	95	99	-2	3	105	106	-2	-8
CC(NCCOCCOc1ccccc1)c1ccccc1 (stereo unspecified)	97	121	0	-5	111	111	4	18
O=C(Nc1ccccc1F)C(=O)c1cn(CC(=O)N2CCCCC2)c2ccccc12	97	125	19	0	104	99	x	6
CCN(Cc1ccccc1)C(=O)c1cc(COc2c(F)cccc2F)on1	99	114	-2	-4	117	97	9	6
COc1ccc(CNC(=O)CCC(=O)Nc2nnc(C(F)(F)F)s2)cc1	95[may fluoresce green]	104[may fluoresce green]	2	5	103[may fluoresce green]	107	2	4
O=C(O)c1cc(=O)[nH]c2c(Cl)cccc12	97	99	12	-2	97	94	-5	-3
Cc1ccc(C(=O)O/N=C(\c2ccccc2)c2cccnc2)cc1	102	104	7	-4	98	92	2	8
Cc1cccc(NC(=O)C2CCCN(S(=O)(=O)c3ccc4[nH]c(=O)ccc4c3)C2)n1 (stereo unspecified)	102	98	1	1	106	95	32	4
Cn1nnc2cc(NC(=O)N3CC4(C)CC3CC(C)(C)C4)ccc21 (stereo unspecified)	97	97	1	1	97	108	15	-1
Cc1ccc(C(=O)Nc2ccc(N3CCN(C)CC3)cc2)cc1	95	94	7	0	99	108	-8	0

SMILES	RPL19A-GFP yeast	LAP4 TOR yeast	AHR activator	proCasp3 act	MEP2-GFP yeast	Yeast superoxide	GASC-1 inh	procasp7 counter
CCOC(=O)C1CCCN(C(=O)c2cc(-c3ccccc3)nc3ccccc23)C1 (stereo unspecified)	96	109	0	0	100	100	-5	9
Cc1ccc(O)c(CCc2ccccc2)n1	104	94	21	0	96	111	-28	8
O=C1CC2(CCN(C(=O)c3cccc(Br)c3)CC2)Oc2ccccc21	98	94	-3	2	96	102	-12	8
CC(OC(=O)c1ccc(NS(=O)(=O)c2ccc3[nH]c(=O)[nH]c3c2)cc1)C(=O)Nc1cccc(Cl)c1Cl (stereo unspecified)	106	106	-1	7	104	90	2	0
Cc1ccc(NC(=O)CSc2nc(O)cc(=O)n2C)cc1	100	91	16	-3	97	99	18	2
CN1C(=O)c2cccc(NCCCN3C(=O)c4ccccc4C3=O)c2C1=O	92	92	1	2	93	112	1	5
CCOC(=O)C(=O)Nc1ccccc1C(N)=O	104	109	3	-2	116	85	-18	3
O=C(Nc1ccc(Cc2ccc(NC(=O)C3CC3)c(O)c2)cc1O)C1CC1	92	99	0	-1	107	93	-3	0
CCOc1ccc(S(=O)(=O)NC2CCCCCC2)cc1	94	105	1	6	97	112	3	4
O=C(COC(=O)c1ccc(S(=O)(=O)N2CCOCC2)cc1)NC1CCCCCCC1	85	86	0	7	88	99	-4	10
Cc1noc(/C=C/c2ccco2)c1S(=O)(=O)N1CCC(C(=O)NC(C)c2ccccc2)CC1 (stereo unspecified)	104	105	-2	-11	98	102	6	-7
COc1ccccc1NC(=O)c1ccc(NC(=O)c2nc3nccc(C)n3n2)cc1	105	103	-4	-5	101	91	x	0
COc1ccc(CCn2c(O)c(C=Nc3cccc(F)c3)c(=O)[nH]c2=O)cc1OC	101	107	2	-8	96	100	5	-6
C[C@@H]1CN([C@@H](C)CO)C(=O)c2cc(NC(=O)CCC(F)(F)F)ccc2O[C@H]1CN(C)Cc1ccc(Cl)c(Cl)c1	94	90	0	4	92	97	-24	-4
O=C(COc1ccc(Br)cc1Cl)NC(=S)N1CCc2ccccc21	109	93	20	-7	111	123	5	0
CCOc1ccccc1N1CCN(C(=O)CCNS(=O)(=O)c2ccccc2F)CC1	96	100	1	-1	100	103	10	3
O=C(N=C1SC2CS(=O)(=O)CC2N1Cc1ccccc1)C1CCCCC1 (stereo unspecified)	109	98	-2	2	114	97	6	2
CCn1c(=O)n(CC)c2cc(N3CCCC3)c(NC(=O)c3ccc(C)cc3)cc21	94	100	7	4	98	93	-3	-5
CCN(CC)S(=O)(=O)c1cccc(C(=O)N[C@H](C(=O)NC2=NCCS2)C(C)C)c1	97	96	-1	15	102	81	7	12
O=C(CCCn1c(=O)[nH]c2cc(Cl)ccc2c1=O)NCCCN1CCCC1	96	91	5	-5	92	89	1	8
CCC(C(=O)Nc1ccc(C(C)C)cc1)c1ccccc1 (stereo unspecified)	108	96	3	-1	103	102	-16	15
Cc1ccc(CNC(=O)Cn2cnc3c(OCc4ccccc4)ncnc32)o1	92	94	0	6	87	102	8	-3
COc1ccc(/C=C2\CCCC3C2=NN(C(=O)c2scnc2C)C3c2ccc(OC)c(OC)c2)cc1OC (stereo unspecified)	98	103	3	3	104	102	0	-1
COc1ccc2c3n(nc2c1)CCN=C3c1ccc(Cl)cc1	101	99	22	2	104	93	-1	0
CC(C)(C)C(=O)/C(C#N)=C/c1ccc(O)cc1	95	101	3	5	95	95	-29	2

SMILES	RPL19A-GFP yeast	LAP4 TOR yeast	AHR activator	proCasp3 act	MEP2-GFP yeast	Yeast superoxide	GASC-1 inh	procasp7 counter
COc1ccccc1N(C)S(=O)(=O)c1ccc(C(=O)N(C)Cc2ccc(Cl)s2)cc1	97	100	12	1	98	86	4	1
COc1ccccc1NC(=O)CSc1nccn1Cc1ccc(F)cc1	u	91[may fluoresce red]	2	-6	97[may fluoresce red]	102	0	-4
S=c1[nH]nc(-c2ccncc2)n1/N=C/c1cccc2ccccc12	109	87	7	-1	105	88	1	-3
Cc1ccc(N2CCN(C(=S)c3ccc(-c4cccc([N+](=O)[O-])c4)o3)CC2)cc1	103	93	2	-6	107	99	-18	-9
N#CC1(NC(=O)COc2ccc(C(N)=O)cc2)CCCC1	102	123	-1	-5	114	121	-1	-6
COc1ccc(CNC(=O)NC(C)(C)c2cccc(C(C)(C)NC(=O)NCc3ccc(OC)cc3)c2)cc1	102	95	0	-6	103	96	4	0
Cc1cccc(-n2nnnc2SCC(=O)NCC2(N3CCOCC3)CCCCC2)c1C	99	99	0	0	100	110	9	7
CCOC(=O)c1c(NC(=O)CN2C(=O)NC3(CCCCCC3)C2=O)sc(C)c1-c1ccc(C)cc1	100	84	7	-6	95	87	-1	8
COC(CNC(=O)c1coc2nc3ccccc3nc12)OC	103	113	34	-10	102	99	-6	-6
O=c1ccc2cc(S(=O)(=O)Nc3ccccc3F)ccc2o1	101	99	-1	-13	103	103	1	-1
CNC(=S)N1CCN(c2nc(-c3cccc(OC)c3)cs2)CC1	110	95	2	-6	111	97	-1	-9
CSc1cccc(NC(=O)COC(=O)c2ccccn2)c1	97	101	4	4	96	96	5	0
CSCCC(NC(=O)c1ccccc1)C(=O)NCCCn1nc(C)cc1C (stereo unspecified)	97	102	3	0	109	100	-8	-1
CN(Cc1cccc(Cl)c1Cl)C(=O)c1ccc(NC(=O)CC#N)cc1	101	97	0	-4	104	88	-7	1
CN(C)CCOc1ccc(C(C)(C)c2ccccc2)cc1	99	96	-2	2	96	86	5	-8
Cc1cccc(NC(=O)NCC(c2ccco2)N2CCCCC2)c1 (stereo unspecified)	96	95	10	-4	96	102	-5	10
Cc1cccc(C(=O)NNC(=O)c2ccccc2Br)c1	96	102	8	5	100	103	9	2
COc1ccc(N2C(N)=NC(N)=NC2(C)C)cc1	102	108	-2	7	103	107	-11	0
Cc1ccc(-n2c(CCc3ccccc3)nnc2SCC(=O)NCc2ccccc2)cc1C	100	102	0	0	108	96	9	-4
CC(=O)N1CSCC1C(=O)O (stereo unspecified)	89	105	0	0	u	100	6	13
O=C(NCCN1CCOCC1)c1ccc(NS(=O)(=O)c2cccc([N+](=O)[O-])c2)cc1	90	78	1	4	80	113	4	2
CCOC(=O)CCSc1nc(C(C)(C)C)cc(C(F)(F)F)c1C#N	96	93	0	2	97	104	24	-6
COC(=O)c1ccc(NC(=S)N2CCCC2)cc1	96	100	-1	4	92	88	3	2
Cc1ccnc(NS(=O)(=O)c2ccc(NC(=O)CCOc3ccccc3)cc2)n1	103	139	0	-6	121	85	2	14
COc1ccc(C(=O)Nc2cc([N+](=O)[O-])ccc2N2CCCC2)cc1	98	107	6	-4	107	99	4	3
NC(=O)C1CCN(C(=O)Cc2ccc([N+](=O)[O-])cc2)CC1	107	97	-3	2	108	113	1	4
CCC(C)Sc1nc2c(c(=O)[nH]c(=O)n2C)n1CC(O)COc1ccccc1C (stereo unspecified)	100	106	6	0	108	107	-1	-2

# Assay outcomes as filed in PubChem.
